# Bioassay records deposited in PubChem by several laboratories.
# NR2E3 ag-1 = activates human NR2E3 receptor | CHO-S Gal4-NCOR/VP16-NR2E3 two-hybrid, luciferase | Q9Y5X4 | AID 602229 | 0.35% of 360,000 active | inhibition of corepressor binding, % at 3.98 µM;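 active = inhibition above the mean of all tested compounds plus 3 SD, cut at about 70% in these data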;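 note: 0% = DMSO with NR2E3 transfected cells and 100% = cells lacking NR2E3 construct; higher means lower luciferase signal from less NR2E3 corepressor binding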
# Target sequence (Q9Y5X4 whole entry, looked up, the tested form may be a part): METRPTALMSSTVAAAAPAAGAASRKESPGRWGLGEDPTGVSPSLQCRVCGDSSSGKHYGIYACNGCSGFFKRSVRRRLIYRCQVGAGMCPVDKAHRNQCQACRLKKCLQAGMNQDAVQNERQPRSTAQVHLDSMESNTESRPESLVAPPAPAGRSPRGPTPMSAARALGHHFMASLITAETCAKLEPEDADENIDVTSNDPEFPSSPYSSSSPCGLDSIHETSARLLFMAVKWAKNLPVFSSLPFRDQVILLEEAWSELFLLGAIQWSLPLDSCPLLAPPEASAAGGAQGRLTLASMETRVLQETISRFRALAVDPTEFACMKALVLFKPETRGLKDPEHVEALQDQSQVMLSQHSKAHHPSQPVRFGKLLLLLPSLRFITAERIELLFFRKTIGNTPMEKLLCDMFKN
# HIF-2a inh = HIF-2a inhibition; 786-0 RCC cells HIF-2a reporter, luciferase luminescence, overnight; AID 624352; 0.72% of 360,000 active; inhibition, % at 18.8 µM;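 active = inhibition of the luminescence signal of 40% or more relative to plate controls, in a single-dose primary screen at 18.75 µM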
# CaV13 FRET inh = Primary screen for inhibitors of IQ motif and Ca2+-dependent inactivation inhibitor domain binding in CACNA1D, Förster resonance energy transfer in living cells, …; HEK cells, CFP/YFP FRET ICDI-IQ, plate reader, 10 min; percent FRET-ratio fall versus neutral wells; inhibition, % at 12.3 µM; 0.098% of 340,000 active; AID 743397;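 active = mean replicate inhibition of at least 30% and at least 1% of replicates passing that level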;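 note: 0% = median of the neutral control wells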
# Peg3 promoter = inhibitors of Peg3 promoter | inhibition, % at 20 µM | HeLa PEG-Prom luciferase reporter, luminescence, overnight | 1.7% of 360,000 active | AID 588405;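 active = inhibition of at least 50% at 20 µM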
# Vif imaging = inhibitors of HIV Vif; inhibition, % at 7.49 µM; HEK293T cells, Vif self-association by quenched fluorescence, imaging, 24 h; 0.35% of 340,000 active; AID 602346; in the data active = inhibition above about 50%, passing the limit was not always enough; note: some results filed as inactive read as strong as hits
# PDI turbidity = inhibitors of human protein disulfide isomerase; PDI insulin aggregation turbidity, A650, 90 min; inhibition, % at 10 µM; 0.052% of 350,000 active;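 active = mean inhibition across replicates of 30% or more, whatever share of single replicates reach that level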;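 note: absorbance from insulin aggregation driven by PDI reduction with DTT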
# Target sequence (P07237 whole entry, looked up): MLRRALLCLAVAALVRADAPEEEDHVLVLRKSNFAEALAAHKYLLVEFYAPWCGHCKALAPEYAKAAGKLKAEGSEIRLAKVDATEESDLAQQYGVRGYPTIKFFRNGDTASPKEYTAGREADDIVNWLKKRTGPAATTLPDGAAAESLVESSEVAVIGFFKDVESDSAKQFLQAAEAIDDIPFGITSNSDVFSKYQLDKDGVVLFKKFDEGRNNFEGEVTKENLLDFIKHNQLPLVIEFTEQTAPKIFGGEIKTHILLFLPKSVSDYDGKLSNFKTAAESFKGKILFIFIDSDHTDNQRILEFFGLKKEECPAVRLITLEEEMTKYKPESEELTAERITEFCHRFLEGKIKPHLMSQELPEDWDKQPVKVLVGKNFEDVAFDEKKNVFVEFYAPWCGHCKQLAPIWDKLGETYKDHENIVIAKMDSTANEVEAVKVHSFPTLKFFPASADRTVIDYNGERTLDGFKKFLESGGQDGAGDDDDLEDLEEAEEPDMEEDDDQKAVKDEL
# aDG glyco act = alpha-DG glycosylation activation; Pro5-aDG cells, alpha-DG glycosylation AlphaScreen (IIH6); 0% Pro5, 100% B10-LARGE cell signal; activation, % at 10 µM; 0.22% of 360,000 active; AID 624168;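 active = activation of at least 8% versus controls, or a plate z-score of at least 8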;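 note: Pro5 are CHO cells carrying HIG-tagged alpha-DG that lacks glycosylation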
# hiPSC survival = hiPSC single-cell survival enhancement | ATPlite luminescence; 100% = ROCK inhibitor wells, 0% = DMSO | survival enhancement, % at 20 µM | 0.044% of 360,000 active; in the data active = survival enhancement above about 18%;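 note: cells exposed to compounds for 16 hours before the ATP read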
# NR2E3 ag-2 = activates human photoreceptor nuclear receptor NR2E3. Q9Y5X4. GST-NR2E3/biotin-RetCOR TR-FRET, 1536-well. inhibition of corepressor binding, % at 4.78 µM. 0.12% of 320,000 active. AID 2300;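 active = percent inhibition above the cutoff of mean plus 3 SD of all tested compounds, set per screening campaign, cut at about 20% in these data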;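 note: 0% = DMSO wells and 100% = biotin wells as full block of FRET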
#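 Material: NR2E3–RetCOR corepressor complex / Incubation: Compound–protein incubation for 5 h at 4 °C / Dosing: compound at 4.8 µM, single dose / Detection: time-resolved FRET / Benchmarks: high control biotin, low control 0.6% DMSO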
# Granule exo inh = lytic granule exocytosis inhibition. TALL-104 LAMP-1 surface exposure, flow cytometry; cells stimulated with thapsigargin and PMA. inhibition, % at 10 µM. 0.66% of 360,000 active. AID 651702;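 active = inhibition above about 55%, limit read from the data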
# TRPM1 prom inh = reduces MITF-dependent TRPM1 promoter luciferase signal; SK-MEL-5 TRPM1 promoter luciferase, 24 h; inhibition, % at 12.5 µM; 0.83% of 330,000 active;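 active = mean inhibition across replicates of 60% or more, whatever share of single replicates reaches that level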; note: values of inactives mirror those of a sister screen read the other way
# Active calls of the source: *; . = not tested or not shown.
SMILES,NR2E3 ag-1,HIF-2a inh,CaV13 FRET inh,Peg3 promoter,Vif imaging,PDI turbidity,aDG glyco act,hiPSC survival,NR2E3 ag-2,Granule exo inh,TRPM1 prom inh
COCCn1c(C)cc(C2=NNC(=Nc3ccccc3F)SC2)c1C,88*,78*,-5,6,-1,-1,-0.3,-1.2,0,-2,67*
CN(CC(=O)Nc1ccc(F)cc1)C(=O)COC(=O)/C=C/c1ccc(OC(F)F)cc1,12,14,-5,14,3,1,-0.1,0.0,-2,-1,0
CCOc1ncccc1C(=O)OCC(=O)NCCc1ccccc1,11,6,-5,6,14,-15,0.0,4.5,4,-1,-10
C=CCn1c(-c2ccc(Cl)cc2)ccc(C#N)c1=O,-2,2,.,9,1,6,0.2,0.9,2,-2,4
Cc1ccc(C#CC(C)(O)C(C)(C)C)cn1 (configuration not stated),-22,-1,-4,-15,-3,-63,-0.1,0.1,0,-9,4
CCOC(=O)/C(O)=C/c1ncc(C(F)(F)F)cc1Cl,0,6,0,16,-3,7,1.0,-2.2,-1,-4,0
CCCc1cc(=O)n2nc(N3CCC(C(=O)Nc4c(F)c(F)c(F)c(F)c4F)CC3)sc2n1,6,-3,-6,-29,0,2,0.7,0.6,1,18,-4
O=C(/C=C/C(Cl)(Cl)Cl)Nc1ccc(Cl)cc1,-4,-42,-5,-10,12,2,1.1,-2.4,.,27,-11
Cc1ccc(-c2cc(C(=O)NCC3(N(C)C)CCCCC3)c3ccccc3n2)o1,3,-14,-5,-22,.,8,-0.2,0.0,.,5,.
Cn1c(N)c(C(=O)COC(=O)C2CCN(S(=O)(=O)c3cccs3)CC2)c(=O)n(C)c1=O,13,10,5,2,0,6,0.0,-0.5,-3,-1,-3
CCCN1CCN(S(=O)(=O)c2ccc(-n3cnnn3)cc2)CC1,-3,0,-5,22,11,4,0.0,0.6,3,-8,8
CCOC(=O)N1CCN(CC(=O)Nc2c(C(=O)OC)[nH]c3ccc(Cl)cc23)CC1,2,19,.,24,-15,6,0.6,0.2,0,3,31

# The final four entries of the part before open the next one.
SMILES,NR2E3 ag-1,HIF-2a inh,CaV13 FRET inh,Peg3 promoter,Vif imaging,PDI turbidity,aDG glyco act,hiPSC survival,NR2E3 ag-2,Granule exo inh,TRPM1 prom inh
Cc1ccc(-c2cc(C(=O)NCC3(N(C)C)CCCCC3)c3ccccc3n2)o1,3,-14,-5,-22,.,8,-0.2,0.0,.,5,.
Cn1c(N)c(C(=O)COC(=O)C2CCN(S(=O)(=O)c3cccs3)CC2)c(=O)n(C)c1=O,13,10,5,2,0,6,0.0,-0.5,-3,-1,-3
CCCN1CCN(S(=O)(=O)c2ccc(-n3cnnn3)cc2)CC1,-3,0,-5,22,11,4,0.0,0.6,3,-8,8
CCOC(=O)N1CCN(CC(=O)Nc2c(C(=O)OC)[nH]c3ccc(Cl)cc23)CC1,2,19,.,24,-15,6,0.6,0.2,0,3,31
COc1ccc(CCNC(=O)CN2C(=O)C(=O)N(C3CCCC3)C2=O)cc1OC,-16,-3,-3,-5,-3,1,0.0,-0.6,5,-2,-3
O=C1N(c2ccccc2)C(c2ccc(Cl)cc2)N2CCCN12 (configuration not stated),15,16,-4,7,2,6,-0.2,1.5,-2,-4,-5
O=C(Nc1scc(-c2ccc(F)cc2)c1C(=O)O)c1ccco1,-58,-122,-5,-134,-3,6,-0.3,8.1,5,0,-16
Cc1ccc(C(=O)CC(C(=O)O)n2cnc([N+](=O)[O-])n2)cc1 (configuration not stated),-17,-2,2,6,23,-1,-0.1,0.4,3,30,10
Cc1ccc(C(=O)N2CCC3(CC2)Oc2ccc(Cl)cc2C(=O)C32CC(c3ccccc3)=NO2)s1 (configuration not stated),-21,15,-6,12,-2,2,-0.1,-3.1,2,-4,14
Cn1c(=O)c2c(ncn2CC(=O)Nc2cc(S(=O)(=O)N3CCCCC3)ccc2O)n(C)c1=O,-30,1,-1,11,0,12,0.0,-3.1,.,5,4
CC(=O)Nc1nc(C)c(Oc2ccccc2)c(=O)[nH]1,0,12,-4,5,3,-2,-0.3,-1.3,2,0,-4
O=C(CCN1CCCC1)Nc1cccc(Br)c1,1,14,.,10,-9,2,0.2,-2.0,0,-1,6
O=C(/C=C/c1ccccc1)NCCCNC(=O)/C=C/c1ccccc1,8,-13,7,-6,-4,1,0.0,-0.1,0,1,5
CCCN(C)C[C@@H]1OCc2cnnn2CCCC(=O)N([C@H](C)CO)C[C@H]1C,-29,14,-1,-6,.,-1,0.1,4.3,.,-2,.
CCC(c1nc2ccccc2c(=O)n1CCN1CCOCC1)N1C(=O)c2ccccc2C1=O (configuration not stated),-31,12,-5,-8,-13,3,0.0,-0.8,2,-2,1
O=C(c1ccc2c3c(cccc13)CC2)C1CCCN(C(=O)c2ccc[n+]([O-])c2)C1 (configuration not stated),-16,14,-9,2,-1,1,0.1,0.5,-2,0,5
O=C(CSc1c2c(nc3cc(Cl)ccc13)CCCC2)NCCCN1CCOCC1,2,9,-18,8,.,1,0.1,-3.2,6,12,16
COc1ccc(/C=C/c2cc(C(F)(F)F)on2)cc1,-12,-61,-5,-44,-7,-1,0.0,1.2,-1,-5,-61
CC(=O)c1ccc(NC(=O)CNc2cc(S(=O)(=O)N3CCOCC3)ccc2N2CCCC2)cc1,8,15,-5,-18,-3,1,-0.4,0.0,.,-2,1
COc1cccc(CN(CC(=O)NCc2ccc(F)cc2)C(=O)c2ccco2)c1,11,9,-2,9,3,-3,-0.1,0.7,0,6,11
COc1ccc(CCn2c(C)cc(C(=O)CSc3nnnn3-c3ccccc3)c2C)cc1,2,4,-4,26,9,7,0.4,1.2,-1,1,0
Cc1cccc(N(CC(=O)Nc2ccccc2-c2ccccc2)S(=O)(=O)c2ccccc2)c1C,5,19,-3,27,-12,-2,0.0,1.8,0,-2,4
CCCC(c1nnnn1Cc1ccccc1)N1CCN(c2ccccc2OC)CC1 (configuration not stated),-15,10,-2,11,10,2,0.2,-3.7,2,2,5
COc1ccc(S(=O)(=O)NCc2cccnc2)cc1C(=O)Nc1ccccc1,-10,7,-2,12,.,-15,0.2,-0.5,-1,-5,22
CCCCn1c(SCC(=O)Nc2cc(C)on2)nnc1-c1cccnc1,3,-1,-6,19,23,5,0.2,-1.5,3,-3,-2
CNc1nc(Cl)nc(NC(C)(C)C)n1,19,0,-5,1,7,-4,0.5,17*,-2,-2,3
CC(C)(C)Cc1c(C2CCCCC2)nc2ccc(Br)cn12,12,0,-4,16,.,.,-0.4,1.2,.,5,.
O=C(O)/C=C/C(=O)Nc1ccccc1-c1ccccc1,13,1,.,8,11,8,0.0,2.8,6,2,2
COc1cc(C(=O)OCC(=O)N2CCCCC2C)cc(NC(=O)c2cccs2)c1OC (configuration not stated),-1,10,7,21,-14,-2,-0.2,-0.2,-1,3,-6
O=C(COc1ccccc1)NCC(=O)N1CCCC1,-46,2,-3,17,-9,-6,0.0,-0.5,2,19,-3
CCc1c(O)nc(SCc2ccc(F)cc2)[nH]c1=O,-14,27,-20,5,0,-4,-0.2,0.1,4,2,4
c1ccc(N2CCN(c3nc4ccccc4[nH]3)CC2)nc1,6,-102,5,-53,-4,-5,-0.2,0.4,-1,-2,-29
NS(=O)(=O)c1ccc(NC(=S)NCc2ccc3c(c2)OCO3)cc1,-15,-14,-5,4,-1,-1,0.0,0.5,-2,0,-4
Cc1nnc(SCc2nnc(-c3cccs3)o2)n1Cc1ccccc1,-13,12,-2,4,-5,-2,-0.4,0.3,2,-1,5
Cc1c(NP(=O)(c2ccc(Br)cc2)c2ccc(Br)cc2)c(=O)n(-c2ccccc2)n1C,-17,8,-4,34,-1,-4,-0.2,-0.4,-1,-1,16
O=C(CC1C(=O)NCCN1C(=O)Nc1ccc(C(F)(F)F)cc1)Nc1ccc(F)cc1 (configuration not stated),-10,2,-16,14,0,14,-0.1,0.0,-2,-4,-1
COc1ccc(Cn2cc(CN3CC(N(C)C)CS3(=O)=O)nn2)cc1 (configuration not stated),10,10,-10,.,.,.,0.2,0.0,.,-2,.
CCN(CC)c1ccc(S(=O)(=O)N2CCOCC2)cc1NC(=O)CSc1n[nH]c(N)n1,-14,16,-3,14,3,5,-0.2,3.0,-1,-3,3
CCOc1ccc(S(=O)(=O)N/N=C\c2ccc3c(c2)OCO3)cc1,28,8,-2,8,.,5,-0.2,1.1,.,3,3
NC(=O)C1CCN(Cc2nc3cc(Cl)ccc3c(=O)[nH]2)CC1,-12,27,-5,21,2,1,0.1,-0.7,6,0,0
CCOC(=O)C1(CC2CC2)CCN(C(=O)c2cc(OC)nc3ccccc23)CC1,-61,-134,10,-75,4,5,-0.3,-2.6,-1,-4,-41
Cc1ccc(F)cc1NC(=O)c1cccc(N(C)C)c1,-25,-121,-4,-55,4,0,-0.3,-1.3,-1,-1,-8
COc1ccc2[nH]c3c(c2c1)CCN1C(=O)C(CC(=O)NCCc2ccccn2)C[C@H](C(=O)N2CCCCC2)[C@@]31C (some centres not stated),-41,5,-10,2,4,15,-0.2,-0.9,.,-2,-4
CC(C)C[C@H](NC(=O)N1CCn2c1nc1ccccc12)C(=O)NC1CCCCC1,-1,-6,-3,10,-7,0,0.2,0.4,-4,8,5
CC(C)OC(=O)c1c(NC(=O)c2ccco2)sc2c1CCCC2,4,7,-5,-5,-6,2,0.1,1.8,-1,18,-4
COc1ccc(Br)cc1[C@H]1[C@@H]2C=CCC[C@@]2(C)C(=O)N1Cc1ccccc1,31,32,-5,8,2,2,0.3,4.7,-3,-6,0
CCOc1ccc2nc(NC(=O)Cn3[nH]c(=O)c4ccccc4c3=O)sc2c1,-37,-230,-20,-198,-8,-12,-0.1,-0.4,-2,0,-77
CCc1cccc(NC(=O)CCNS(=O)(=O)c2cccc3nonc23)c1,-11,15,-5,9,-1,-3,0.1,1.7,5,-1,2
COCCOCCOCCC(=O)NC1CC2CCC1(C)C2(C)C (configuration not stated),-9,1,-8,5,4,-5,0.1,1.0,5,0,9
COc1cc(Cl)cc(C2NC(=S)NC(c3ccccc3)=C2C(C)=O)c1OCC(=O)O (configuration not stated),-22,9,-3,6,4,1,0.7,1.8,5,-2,-5
CCN1CCN(Cc2ccc(NC(=O)c3ccc(C)c(NC(=O)c4cc(-c5ccc(Br)cc5)n[nH]4)c3)cc2C(F)(F)F)CC1,10,-22,-5,41,5,-1,-0.5,-3.8,2,44,-14
CCC(CO)Nc1ncnc2onc(-c3ccc(F)cc3)c12 (configuration not stated),-10,9,-20,5,5,-5,-0.1,-0.9,0,-2,-9
O=C(Cc1ccc2ccccc2c1)NC(Cc1ccccc1)C(=O)O (configuration not stated),-29,-2,-5,-5,-1,13,0.1,2.4,.,-6,-1
CC(OC(=O)C1CCN(S(=O)(=O)c2ccc3c(c2)OCCO3)CC1)C(=O)NC1(C#N)CCCCC1 (configuration not stated),14,11,-5,4,-1,9,0.1,-0.3,.,2,0
Cc1noc(C)c1COC(=O)[C@@H](NC(=O)c1ccccc1Cl)C(C)C,-19,14,2,3,2,-5,0.1,-0.1,5,0,-1
